# LAP4-GFP MLPCN: alters LAP4-GFP fluorescence in TOR pathway yeast screen; S. cerevisiae LAP4-GFP multiplex, flow cytometry GFP, 3 h; median GFP as percent of DMSO wells; GFP response vs DMSO, % at 10 µM; 320,000 compounds, 0.34% hits;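 active = GFP response vs DMSO above a set limit, about the screen mean plus 3 SD, cut at about 150% in these data; inconclusive = under 70 cell events counted for the yeast strain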
# RPL19A-GFP yeast: alters RPL19A-GFP fluorescence in TOR pathway yeast screen | S. cerevisiae RPL19A-GFP strain, flow cytometry, 3 h; stronger effect = lower value | percent response vs DMSO, % at 10 µM | 330,000 compounds, 0.3% hits | AID 2025;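 active = percent response vs DMSO below 50%; inconclusive = fewer than 70 events counted for the yeast strain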;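 also: median channel GFP fluorescence of the barcoded RPL19A-GFP strain; ratio of sample median GFP to plate DMSO average so 100% = DMSO; lower means less RPL19A-GFP as with rapamycin TOR inhibition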
# Yeast superoxide: lowers age-related superoxide in aged yeast cells. superoxide response (% of plate mean), % at 10 µM. S. cerevisiae aged cells, superoxide DHE fluorescence; stronger effect = lower value. AID 2690. 330,000 compounds, 0.18% hits;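 active = superoxide response under a set limit, about three screen SD below normal, cut at about 65% in these data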;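 also: yeast aged for seven days with compound at 30 °C before DHE staining; 100% = average MFI of all compound-treated wells on the plate with controls excluded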
# CIT2 TOR yeast: modulators of TOR pathway CIT2-GFP in S. cerevisiae. 320,000 compounds, 0.065% hits. GFP response vs DMSO, % at 10 µM. S. cerevisiae CIT2-GFP strain, flow cytometry, 3 h; 100 means same as DMSO wells;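 active = GFP response relative to DMSO above a set limit, near the screen mean plus 3 SD, cut at about 150% in these data; inconclusive = Fewer than 70 cells measured for a yeast strain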;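 also: ratio of well median GFP fluorescence to mean of DMSO wells on the plate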
# MEP2 TOR yeast: alters MEP2-GFP fluorescence in TOR pathway yeast screen | S. cerevisiae MEP2-GFP strain, flow cytometry GFP, 3 h; 100% = DMSO control level | GFP response vs DMSO, % at 10 µM | 330,000 compounds, 0.51% hits | AID 2016;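 active = GFP response versus DMSO above a set limit, roughly screen mean plus 3 SD, cut at about 180% in these data; inconclusive = fewer than 70 cells counted for a yeast strain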;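 also: median GFP fluorescence of the barcode-gated MEP2-GFP cells per well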
# AHR activator: activators of human aryl hydrocarbon receptor; AHR-responsive luciferase reporter cells, luminescence; activation, % at 5 µM; 320,000 compounds, 2.5% hits; in the data active = activation above about 47%;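 also: 0% = vehicle wells and 100% = reference agonist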
# Target sequence (P35869 whole entry, looked up): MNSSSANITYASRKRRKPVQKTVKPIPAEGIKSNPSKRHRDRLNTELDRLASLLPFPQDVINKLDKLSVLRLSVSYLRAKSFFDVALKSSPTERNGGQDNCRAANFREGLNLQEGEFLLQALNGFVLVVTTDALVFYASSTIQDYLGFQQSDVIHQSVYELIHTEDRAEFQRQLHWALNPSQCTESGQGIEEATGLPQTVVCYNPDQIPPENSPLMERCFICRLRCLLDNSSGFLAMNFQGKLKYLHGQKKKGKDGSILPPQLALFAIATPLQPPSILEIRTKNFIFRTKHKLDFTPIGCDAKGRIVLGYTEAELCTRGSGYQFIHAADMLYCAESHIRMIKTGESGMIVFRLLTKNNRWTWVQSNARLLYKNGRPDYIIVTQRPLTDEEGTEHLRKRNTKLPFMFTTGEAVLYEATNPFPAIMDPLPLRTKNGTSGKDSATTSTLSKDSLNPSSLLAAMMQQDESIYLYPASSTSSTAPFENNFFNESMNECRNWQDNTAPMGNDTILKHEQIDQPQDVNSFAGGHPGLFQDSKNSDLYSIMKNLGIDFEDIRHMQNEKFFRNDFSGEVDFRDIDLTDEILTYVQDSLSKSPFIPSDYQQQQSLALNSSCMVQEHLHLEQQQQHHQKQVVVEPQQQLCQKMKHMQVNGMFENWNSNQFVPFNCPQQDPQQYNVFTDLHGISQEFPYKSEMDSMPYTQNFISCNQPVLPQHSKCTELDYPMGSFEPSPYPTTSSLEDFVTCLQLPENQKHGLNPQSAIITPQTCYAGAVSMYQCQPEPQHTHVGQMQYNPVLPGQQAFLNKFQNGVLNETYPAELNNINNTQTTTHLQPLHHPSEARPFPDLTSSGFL
# Efflux pump mplx: inhibitors of Candida antifungal efflux pumps expressed in yeast; S. cerevisiae Candida pump triplex, Nile Red efflux; inhibition, % at 10 µM; 330,000 compounds, 0.44% hits;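 active = plate passing quality check with inhibition over a set limit, or well fluorescence over plate mean plus 4 SD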;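 also: Nile Red retained in pooled yeast measured as flow cytometry median fluorescence; 0% = buffer negative control and 100% = Enniatin B positive control; higher means more Nile Red kept so more efflux inhibition; some compounds called inactive have numbers as strong as hits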
# AGP1 TOR yeast: alters AGP1-GFP fluorescence in TOR pathway yeast screen; S. cerevisiae AGP1-GFP multiplex flow cytometry, 3 h; GFP as percent of DMSO wells; GFP response vs DMSO, % at 10 µM; 320,000 compounds, 0.02% hits; AID 2066;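 active = GFP response relative to DMSO above a set limit, near screen average plus 3 SD, cut at about 150% in these data; inconclusive = fewer than 70 cells counted for the yeast strain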;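 also: median GFP channel fluorescence of the gated AGP1 strain per well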
# * marks the source's active call; other numbers are inactive results; u = inconclusive; x = not tested or not shown; [ ] = another dose, or the depositor's remark.
# Values run as follows: AGP1 TOR yeast	MEP2 TOR yeast	AHR activator	Yeast superoxide	LAP4-GFP MLPCN	CIT2 TOR yeast	Efflux pump mplx	RPL19A-GFP yeast
C(=N\Nc1ncnc2sc3c(c12)CCC3)/c1ccncc1
    98	102	81*	92	98	106	-0.1	99
Oc1ccc(/C=N/NC(=S)N/N=C/c2ccc(O)cc2)cc1
    105	97	9	111	90	101	-0.2	101
CC(C)OC(=O)c1cc(Cl)c(=O)n(Cc2ccc(Cl)cc2Cl)c1
    99	102	2	74	93	102	0.1	102
NC(=O)N/N=C/C=C/c1ccccc1
    95	90	0	115	102	101	-0.1	96
C=CCNCC(=O)N1N=C(c2ccc3ccccc3c2)CC1c1ccc(OC)cc1 (stereo not drawn)
    114	108	2	82	97	108	0.1	107
c1ccc(-c2nc(NCc3ccco3)c3oc4ccccc4c3n2)cc1
    98	95	88*	75	113	92	0.0	94
C#CCOCCOCCOCCNc1nc(N2CCN(C(=O)CCCCCCCCCCNC(=O)[C@H]([C@@H](C)CC)n3cc(CCCCCN)nn3)CC2)nc(N2CCN(C(=O)CCCCCCCCCCNC(=O)[C@@H]([C@H](C)CC)n3cc(CCCCCN)nn3)CC2)n1
    76	87	-2	107	125	85	0.4	87
O=C(Nc1nnc(-c2ccc(Br)cc2)o1)c1ccco1
    96	99	8	104	129	87	0.0	100
O=C(CN1CCN(C(=O)c2ccco2)CC1)NCc1ccc(Cl)cc1
    108	109	-1	109	103	100	0.2	104
Cc1cc(C)n(S(=O)(=O)c2ccc(C)c(C)c2)n1
    105	98	x	96	96	102	0.0	102
COc1cccc(-c2nc(CS(=O)(=O)CC(=O)NCCCOC(C)C)c(C)o2)c1
    94	100	3	120	104	93	0.3	91
CN(C)c1ccc(C(=O)c2ccccc2C(=O)O)cc1[N+](=O)[O-]
    90	100	-1	103	97	81	0.1	93
Cc1cc(C)c(NC(=O)c2cnn(C)c2)c(C)c1
    99	108	-5	111	99	99	0.0	103
CCOc1ccc(-n2c(SCC)nc3c(c2=O)SCC3)cc1
    103	109	1	101	102	103	-0.1	97
COc1ccccc1NC(=O)c1sc2ncn(Cc3ccc(C)cc3)c(=O)c2c1C
    100	101	24	105	93	95	0.0	95
COc1ccc2c(=O)c(-c3ccc(OC)c(OC)c3)coc2c1
    99	107	0	108	107	103	0.1	102
COc1ccc(CCn2c(=O)[nH]c3cc(C(=O)N4CCN(c5ccccc5)CC4)ccc3c2=O)cc1OC
    107	106	-1	104	109	103	-0.1	97
COc1ccc(Br)cc1/C=c1\sc2nc(-c3ccco3)nn2c1=O
    89	94	6	116	122	92	1.1*	x
CC(=O)Nc1ccc(NC(=O)COc2ccc(-c3ccc(C#N)cc3)cc2)cc1
    109	103	2	92	106	97	-0.1	96
O=C(CSc1nnc(-c2cccnc2)n1CCc1ccccc1)NCc1ccccc1
    96	96	-2	86	92	100	0.0	94
O=C(CC(=O)Nc1ccc(Cl)cc1)N/N=C\c1cccc(F)c1
    103	104	2	101	96	104	-0.1	105
CCOC(=O)c1ccccc1NC(=O)c1cc(S(=O)(=O)N2CCOCC2)ccc1F
    100	100	-2	99	93	95	-0.1	99
CCN(CC)C(=O)CSc1ncnc2sc(-c3ccccc3)cc12
    27[may fluoresce violet]	132[may fluoresce violet]	19	115	89[may fluoresce violet]	u	0.1	99[may fluoresce violet]
CCCCCc1c(C)nc(NCc2ccccc2)[nH]c1=O
    81[may fluoresce red and violet]	82[may fluoresce red and violet]	1	110	101[may fluoresce red and violet]	u	0.2	u
O=C1NCCN(Cc2cccc(Oc3ccccc3)c2)C1CC(=O)N1CCCCO1 (stereo not drawn)
    102	105	-2	103	90	103	0.0	110
CCCC(NC(=O)c1ccccc1)c1nc2ccccc2n1Cc1ccc(C(=O)OC)o1 (stereo not drawn)
    101	109	1	104	107	100	0.0	96
CC(C)(C)NC(=O)C1CCC(C)(C(=O)O)C1(C)C (stereo not drawn)
    101	99	-3	104	101	82	0.0	97
CCN(CC)CC(=O)Nc1ccc(Oc2ccc(NC(=O)CN(CC)CC)cc2)cc1
    106	103	0	105	106	99	0.0	103
CCC(Oc1ccccc1)C(=O)Nc1nnc(C)s1 (stereo not drawn)
    100	99	1	108	100	86	0.0	98
CS(=O)(=O)c1ccc(C(=O)NCC2(N3CCOCC3)CCCCC2)cc1
    104	106	0	92	102	113	0.1	103
CCOc1ccc(-n2c(=O)c3sccc3n(CC(=O)NCC3CCCO3)c2=O)cc1 (stereo not drawn)
    110	103	2	90	98	108	0.1	103
Cc1ccc(S(=O)(=O)Nc2ccccc2CNc2ccccn2)cc1
    106	108	6	110	98	106	0.4	112
COc1ccc(C(=O)NCCNc2ncc(C(F)(F)F)cc2Cl)cc1[N+](=O)[O-]
    104	109	-13	102	108	106	-0.2	106
CCOC(=O)c1cnc2ccc(C(=O)OC)cc2c1NCCc1ccc(OC)c(OC)c1
    101	102	2	99	99	102	-0.2	101
C=CCn1c(C)cc(C(=O)COc2ccc(S(=O)(=O)N3CCCC3)cc2[N+](=O)[O-])c1C
    100	92	3	86	113	86	-0.1	94
CN(c1ccccc1)S(=O)(=O)c1cccc(NC(=O)CSc2nnc(C3CC3)n2C)c1
    98	96	1	86	95	98	-0.2	95
CCOc1ccc(C(=O)OCC(=O)Nc2cccnc2Cl)cc1OCC
    101	108	0	89	110	105	-0.2	107
COc1ccc(OC)c(NC(=S)NCc2ccco2)c1
    97	102	24	100	100	102	0.0	113
COc1ccccc1CO/N=C/NC(=O)c1c(OC)ccnc1Oc1ccc(F)cc1
    98	96	7	103	100	88	0.0	95
Cc1ccc(C2=NS(=O)(=O)N(C)C(C(=O)NC3CCCC3)=C2)cc1
    110	105	0	85	122	116	-0.2	100
CS(=O)(=O)N(CC(=O)NCCSc1ccc(Cl)cc1)c1ccc2c(c1)OCO2
    105	104	7	111	102	97	0.0	104
Cc1c(OCC(=O)NC(Cc2ccc(Cl)cc2)C(=O)O)ccc2c3c(c(=O)oc12)CCC3 (stereo not drawn)
    102	109	0	108	102	100	0.2	101
O=C(c1nc2ncccn2n1)N1CCN(c2ccccc2)CC1
    104	100	1	112	98	104	-0.1	98
Cc1csc2ncc(C(=O)NCCc3ccccc3)c(=O)n12
    97	96	41	93	102	103	-0.1	104
COc1ccc(Cc2nc3c4c(ncn3n2)Oc2c(ccc3ccccc23)C4c2ccc(OC)c(OC)c2)cc1 (stereo not drawn)
    94	99	3	106	99	99	0.4	99
O=C(COc1ccccc1Cl)N1CCCC1
    105	102	3	104	97	105	0.0	106
Cc1ccc(S(=O)(=O)N2CCC(C(=O)Nc3ccc(S(=O)(=O)N4CCCC4)cc3)CC2)cc1
    99	106	5	133	105	105	0.0	103
CCCN1CCN(C(=O)CN2C(=O)CC(C)(C)S(=O)(=O)c3ccccc32)CC1
    96	97	-1	93	95	98	0.0	96
N#Cc1ccc(-c2ccc(OCC(=O)NN=Cc3ccncc3)cc2)cc1
    97	91	24	85	87	102	-0.2	99
Cc1ccc(CSc2nc3nc(C)cc(C)c3c(=O)[nH]2)cc1
    107	106	16	120	106	98	0.1	106

# Going on with the list.
# Values run as follows: AGP1 TOR yeast	MEP2 TOR yeast	AHR activator	Yeast superoxide	LAP4-GFP MLPCN	CIT2 TOR yeast	Efflux pump mplx	RPL19A-GFP yeast
COc1ccc(Cl)cc1C(=O)Nc1ccc(S(N)(=O)=O)cc1
    108	103	11	97	109	102	0.0	100
CC(=O)NCCC(=O)N1CCCC(N(C)CCc2ccccc2)C1 (stereo not drawn)
    94	100	-2	107	86	105	-0.1	98
O=C(Cc1ccccc1)Nc1ccc(S(=O)(=O)N2CCOCC2)cc1
    98	109	1	108	94	100	0.2	99
O=C(CN1C2CCC1CC(NC(=O)C1CC1)C2)NCc1ccccc1 (stereo not drawn)
    105	106	0	99	97	98	0.0	101
CCn1cc(/C=C2/SC(=S)NC2=O)c(C)n1
    98	101	0	128	99	92	-0.1	99
O=C(NCCCN1CCOCC1)c1cc(S(=O)(=O)N2CCOCC2)ccc1Cl
    100	102	1	87	93	100	0.2	101
CC(C)CN(CC(C)C)C(=O)Nc1ccccc1F
    99	104	32	98	93	98	0.1	101
NS(=O)(=O)c1ccc(N=Nc2c[nH]c(=O)c(O)c2)cc1
    98	112	11	150	99	108	0.8	107
C=CCNC(=O)Nc1ccc(Br)cc1Cl
    93	98	-3	78	123	89	0.1	103
CCC(Sc1nc2ccccc2c(=O)[nH]1)C(=O)Nc1ccc(C(C)=O)cc1 (stereo not drawn)
    99	91	3	106	108	100	0.2	105
Cc1ccnc(NC(=O)Nc2cccc(F)c2)n1
    94	103	12	90	100	98	0.1	105
C=C(C)COc1ccc2c(C)c(CC(=O)OC)c(=O)oc2c1C
    73	101	8	106	86	87	-0.1	106
O=C(C1CCCN(Cc2ccccc2Br)C1)N1CCCCC1 (stereo not drawn)
    x	88[may fluoresce red]	2	110	81[may fluoresce red]	89[may fluoresce red]	0.0	u
CC(C)(C)c1ccc(NNC(=O)C2CCC2)cc1
    113	104	73*	100	122	96	0.0	99
COCC1CCN(Cc2cn[nH]c2-c2cc(OC)c(OC)c(OC)c2)CC1
    103	96	2	95	105	104	-0.1	97
Cc1cc(-c2nc(-c3ccncc3)no2)ccc1[N+](=O)[O-]
    101	103	-5	117	90	112	-0.1	100
O=C(CSc1nnnn1-c1cccc2ccccc12)N1CCOCC1
    98	102	-1	93	96	98	-0.2	100
COc1ccccc1/C(O)=C(\C#N)c1nc2ccccc2[nH]1
    105	106	48*	85	103	101	-0.1	100
O=C(NCC(c1ccco1)N1CCCC1)c1cc(S(=O)(=O)N2CCOCC2)ccc1Cl (stereo not drawn)
    99	97	1	82	102	91	0.0	96
Cc1cccc(N(C(=O)CNC(=O)c2ccco2)C(C(=O)NC2CCCC2)c2ccncc2)c1 (stereo not drawn)
    97	94	9	103	90	80	-0.1	96
CCN(Cc1ccccc1)C(=O)CCS(=O)(=O)c1ccc2c(c1)NC(=O)CO2
    109	100	1	102	101	102	-0.1	100
O=C(O)CCCCN1C(=O)/C(=C\c2ccc(OCc3ccccc3)c(OCc3ccccc3)c2)SC1=S
    102	97	0	111	98	98	-1.5	102
Cc1c(N=Cc2nc3ccccc3n2C)c(=O)n(-c2ccccc2)n1C
    96	100	16	100	101	98	0.1	99
COc1cccc(/C=C/C(=O)OCC(=O)c2ccc(S(=O)(=O)N3CCCCC3)cc2)c1OC
    106	103	-1	94	107	98	0.1	97
Cc1ccc(S(=O)(=O)N2[C@@H](c3ccc(Cl)cc3)C(C(=O)O)=CC[C@H]2c2ccc(C(C)C)cc2)cc1
    84	88	-3	93	126	109	0.0	102
CCOC(=O)c1cc(NC(=O)Cc2ccc(S(=O)(=O)N3CCOCC3)s2)cc(C(=O)OCC)c1
    102	109	1	97	98	101	0.0	105
Cc1cccc2nc(-c3ccccc3)nc(N3CCC(O)(c4ccc(Cl)cc4)CC3)c12
    105	99	4	94	96	101	-0.1	106
COC(=O)[C@]1(Cc2ccccc2)N[C@H](CN(C)C(=O)Nc2ccccc2)[C@@H]2C(=O)N(Cc3ccccc3)C(=O)[C@@H]21
    103	98	1	110	96	100	0.1	102
CCOc1cc(S(=O)(=O)NCc2ccccn2)ccc1Cl
    80	97	2	100	90	64	0.0	107

# Source: PubChem (several laboratories)

# Outcome played no part in choosing rows; overall some 3.9% were active at least once.
